Pol kappa inh = qHTS for Inhibitors of Polymerase Kappa | purified Pol kappa, fluorescent DNA synthesis assay, 10 min | Potency, µM (doses to about 107 µM), for inactives: top-dose activity, negative = inhibition, most hits filed as inhibitors | 400,000 tested, 0.53% active | AID 588579, 2011; further: potency means the concentration at half of the fitted maximal effect; on the % scale 0 is the no-effect control and ±100 the full control effect
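10 nM Pol kappa preincubated 15 min at room temperature with compounds, then reaction started with substrate at 50 nM final. Fluorescence read kinetically at 0 and 10 min; buffer-only wells served as negative control.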
Anesthetic bind = qHTS Assay for Identification of Novel General Anesthetics. 350,000 tested, 0.074% active. Ferritin light chain (Equus caballus), P02791. AID 485281, 2010. Potency, µM (highest dose often 77.5 µM), for inactives: at the highest dose activity change, negative = displacement, actives largely listed as inhibitors. apoferritin/1-aminoanthracene competitive binding, fluorescence; further: potency means the concentration at half of the fitted maximal effect; on the % scale 0 is the no-effect control and ±100 the full control effect; nearly all actives have a fitted effect of over 20% in size
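Steps: apoferritin (10 uM) was premixed with half-saturated 1-AMA in PBS, compounds were pin-transferred, plates stood 10 min at room temperature, fluorescence was read at 380/535 nm, and curves were fitted with a Hill equation.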
Pol beta inh = qHTS Assay for Inhibitors of DNA Polymerase Beta | P06746 | Pol beta primer extension/strand displacement, fluorescence kinetic | Potency, µM (top dose mostly 114 µM), for the others: top-dose activity change, negative = inhibition, actives largely listed as inhibitors | 340,000 tested, 1.3% active | AID 485314, 2010; further: potency means the concentration at half of the fitted maximal effect; on the % scale 0 is the no-effect control and ±100 the full control effect
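Kinetic readout of DNA synthesis with strand displacement by Pol beta. Compound and 10 nM enzyme sit 15 min at room temperature; 50 nM substrate starts the reaction, read immediately and at 10 min.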
Pol iota inh = qHTS for Inhibitors of Polymerase Iota; DNA polymerase iota (Homo sapiens), Q9UNA4; Pol iota fluorescent replication assay, 10 min; Potency, µM (highest dose often 115 µM), for the others: at the highest dose activity, negative = inhibition, hits mostly inhibitors; 390,000 tested, 1% active; AID 588590, 2011; further: potency means the concentration at half of the fitted maximal effect
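Fluorescent replication assay read twice, at 0 min and 10 min after adding 50 nM (final) substrate. Enzyme (10 nM) and compounds were first incubated 15 min at room temperature; enzyme-free buffer wells were negative controls.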
APEX1 inh = qHTS Assay for Inhibitors of the Human Apurinic/apyrimidinic Endonuclease 1 (APE1); DNA repair nuclease/redox regulator APEX1 (Homo sapiens), P27695; AID 2517, 2012; Potency, µM (series often up to 65.8 µM), for inactives: at the highest dose activity change, negative = inhibition, most hits filed as inhibitors; recombinant APE1, TAMRA/BHQ-2 abasic DNA cleavage fluorescence; 350,000 tested, 0.35% active;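 further: potency means the concentration at half of the fitted maximal effect; plate controls were vehicle for no effect and reference inhibitor for full effect; nearly all actives have a fitted effect of over 55% in size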
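Substrate: short duplex with […] THF abasic site, 5'-TAMRA and 3'-BHQ-2, 50 nM final. APE1 at 0.75 nM, preincubated 15 min RT with compound. Fluorescence increase from first to third read measured activity.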
BLM inh = qHTS Assay for Inhibitors of Bloom's syndrome helicase (BLM); recombinant BLM DNA unwinding, fluorescence dequenching; Potency, µM (top dose mostly 56.1 µM), for inactives: at the highest dose activity change, negative = inhibition, hits mostly inhibitors; 350,000 tested, 0.2% active; AID 2528, 2010;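 further: potency means the concentration at half of the fitted maximal effect; plate controls were vehicle for no effect and no enzyme for full effect; nearly all actives have a fitted effect of over 35% in size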
Target sequence (P54132 whole entry, looked up): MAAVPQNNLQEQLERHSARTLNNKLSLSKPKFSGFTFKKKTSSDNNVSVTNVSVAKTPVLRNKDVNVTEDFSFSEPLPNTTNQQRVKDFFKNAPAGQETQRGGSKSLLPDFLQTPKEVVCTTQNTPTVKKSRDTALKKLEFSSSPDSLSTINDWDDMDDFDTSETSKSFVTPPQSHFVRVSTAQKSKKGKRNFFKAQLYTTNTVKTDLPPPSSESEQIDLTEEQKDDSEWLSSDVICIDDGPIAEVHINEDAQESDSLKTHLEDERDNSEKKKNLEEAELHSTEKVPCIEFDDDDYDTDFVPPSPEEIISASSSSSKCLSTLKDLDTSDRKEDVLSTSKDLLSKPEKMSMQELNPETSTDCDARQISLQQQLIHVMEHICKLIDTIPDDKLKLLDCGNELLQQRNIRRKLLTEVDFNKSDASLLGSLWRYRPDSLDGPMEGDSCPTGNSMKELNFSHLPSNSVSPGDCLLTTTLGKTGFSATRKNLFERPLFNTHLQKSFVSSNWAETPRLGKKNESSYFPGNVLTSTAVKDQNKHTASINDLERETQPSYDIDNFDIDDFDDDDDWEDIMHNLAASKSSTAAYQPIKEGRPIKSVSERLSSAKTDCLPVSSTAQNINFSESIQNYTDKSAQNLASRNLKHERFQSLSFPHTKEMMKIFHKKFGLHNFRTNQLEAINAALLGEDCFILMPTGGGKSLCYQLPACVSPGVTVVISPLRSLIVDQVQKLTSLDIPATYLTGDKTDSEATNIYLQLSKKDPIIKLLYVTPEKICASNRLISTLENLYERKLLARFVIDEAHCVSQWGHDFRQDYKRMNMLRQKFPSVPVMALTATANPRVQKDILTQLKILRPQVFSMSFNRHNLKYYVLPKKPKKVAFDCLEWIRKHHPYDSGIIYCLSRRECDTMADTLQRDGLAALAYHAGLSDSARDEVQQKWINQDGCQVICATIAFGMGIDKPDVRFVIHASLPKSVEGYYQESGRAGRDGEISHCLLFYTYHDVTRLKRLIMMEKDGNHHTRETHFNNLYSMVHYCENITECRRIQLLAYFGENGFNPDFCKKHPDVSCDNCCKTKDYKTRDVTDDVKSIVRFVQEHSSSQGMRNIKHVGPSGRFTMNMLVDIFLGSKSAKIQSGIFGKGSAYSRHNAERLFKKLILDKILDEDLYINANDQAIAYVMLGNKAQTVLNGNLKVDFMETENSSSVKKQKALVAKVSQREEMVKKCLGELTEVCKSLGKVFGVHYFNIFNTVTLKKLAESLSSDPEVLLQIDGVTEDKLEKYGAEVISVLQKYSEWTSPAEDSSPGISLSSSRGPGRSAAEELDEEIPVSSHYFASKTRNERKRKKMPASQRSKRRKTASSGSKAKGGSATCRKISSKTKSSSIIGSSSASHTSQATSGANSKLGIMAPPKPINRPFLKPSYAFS
Pol eta inh = qHTS for Inhibitors of Polymerase Eta; recombinant Pol eta, fluorescent DNA replication assay; 390,000 tested, 1.2% active; Potency, µM (titrated, usually from 114 µM), without a hit: at the top dose activity change, negative = inhibition, hits mostly inhibitors; DNA polymerase eta (Homo sapiens), Q9Y253; further: potency means the concentration at half of the fitted maximal effect; on the % scale 0 is the no-effect control and ±100 the full control effect
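Fluorescent replication assay: 50 nM final substrate added after a 15 min room-temperature compound preincubation with 10 nM enzyme. Signal taken at 0 min and again at 10 min.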
PGK inhibitor = qHTS Assay to Find Inhibitors of Phosphoglycerate Kinase. PGK/GAPDH coupled, Kinase-Glo luminescence, 60 min. AID 602233, 2012. Potency, µM (series often up to 57.5 µM), for the others: top-dose activity change, negative = inhibition, actives largely listed as inhibitors. 380,000 tested, 0.043% active. Phosphoglycerate kinase, glycosomal (Trypanosoma brucei brucei), P07378; further: potency means the concentration at half of the fitted maximal effect; on the % scale 0 is the no-effect control and ±100 the full control effect; nearly all actives have a fitted effect of over 60% in size
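Recombinant glycosomal PGK reaction used 1,3-bisphosphoglycerate generated in-well by GAPDH (100nM final) in 100mM TEA pH 7.6, 5mM MgCl2, 0.01% Tween-20. After 60 minutes at room temperature, ATP was read by Kinase-Glo Plus luminescence end-point.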
RXFP1 antagonist = qHTS Assay for Antagonists of the Relaxin Receptor RXFP1; AID 1259400, 2018; activity change, negative = inhibition, % at 57.5 µM; 350,000 tested, 0.59% active; HEK293-RXFP1, relaxin-stimulated cAMP HTRF, 30 min; active compounds read low;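 active means activity change of -60% or lower, but not beyond a set lower limit; inconclusive means change between -60% and -40%, or beyond the set limit; inactive means change above -40%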; further: on the % scale 0 is the no-effect control and ±100 the full control effect
An asterisk follows results filed as active; i = inactive; ? = inconclusive; nt = no result given; & = joins results of further samples; [ ] = dose if it differs, or a comment. Unless noted, the call rests on the fitted dose curve; in most records, active means well fitted curve in the direction sought with a large enough effect; inconclusive means small, poorly fitted or top-dose-only effect, or another doubt; inactive means no such curve, though single readings can be large; an effect the other way counts as inactive or inconclusive. A portion of the library; rates above refer to the full screens.

SMILES	Pol kappa inh	Anesthetic bind	Pol beta inh	Pol iota inh	APEX1 inh	BLM inh	Pol eta inh	PGK inhibitor	RXFP1 antagonist
COCCN(C(=O)CNC(=O)c1ccco1)C(C(=O)NC1CCCC1)c1ccc(OC)cc1 (stereo not given)	0%	-3%	23%	118%[activator]	59%	1%	-13%	7%	3
CCc1nc2ccccc2n1CC(=O)N1CCN(S(=O)(=O)c2cccc(C(F)(F)F)c2)CC1	-12%	-15%	10%	16%	19%	-4%	4%	1%	-11
O=C(O)c1ccc(Nc2ccc([N+](=O)[O-])c3nonc23)cc1	-32%	-14%	0%	-5%	-8%	-9%	-16%	-8%	1
Cc1cccnc1NC(=O)c1nn(C)c2c1CS(=O)(=O)c1ccccc1-2	3%	1%	2%	-18%	3%	0%	-2%	-10%	0
CCN1CCN(S(=O)(=O)c2ccc(Cl)c(C(=O)N(C)CCOc3ccc(Cl)cc3)c2)CC1	0%	nt	nt	13%	42%	nt	-13%	-7%	-12
CC(=O)Nc1ccc(SCC(=O)N(CCC#N)c2ccc(C)cc2)cc1	-6%	8%	0%	21%	-5%	0%	2%	-1%	1
CC(C)(C)c1ccc(OCC(=O)N2CCC(c3nc4ccccc4s3)CC2)cc1	0%	-9%	11%	26%	nt	-5%	-21%	i	-6
O=C(NCCc1ccco1)c1cc(COc2cccc(C(F)(F)F)c2)on1	-4%	?	0%	33%[activator]	-12%	-11%	-26%	-9%	1
CCOC(=O)CSc1nc2c(sc(=S)n2-c2ccccc2)c(=O)[nH]1	-18%	-4%	-30%	9%	-1%	0%	-15%	-1%	-3
COCc1cc(C)nc2sc3c(c12)NC(c1ccc(O)cc1)N(c1ccc(C)cc1)C3=O (stereo not given)	-8%	405%[activator]	4%	-3%	nt	-7%	-12%	i	-11
Cc1ccc(NC(=O)c2ccc(S(=O)(=O)NCc3ccco3)cc2)cc1	-13%	-3%	11%	-11%	-11%[12.4 µM]	0%	4%	4%	?
COc1ccccc1Nc1nnc(SCC(=O)NC2CC2)s1	2%	nt	nt	-19%	19%	nt	-12%	i	-3
O=C1N=C(N2CCOCC2)S/C1=C1\C(=O)N(Cc2ccccc2)c2ccc(Br)cc21	nt	-17%	11%	nt	2%	0%	nt	nt	nt
Cc1ccc(C)c(-n2c(SCC(=O)Nc3nnc(C)s3)nnc2-c2ccoc2C)c1	-7%	-5%	0%	-1%	4%	0%	11%	-9%	-6
O=C(CCc1ccccc1)N1CCN(c2ccc(Cl)cc2)CC1	-9%	-17%	-5%	-1%	0%	-1%	-16%	i[11.5 µM]	-23
O=C(CCNS(=O)(=O)c1ccc(Br)cc1)NCc1ccc2c(c1)OCO2	-4%	-15%	14%	-15%[58.9 µM]	-6%	-2%	0%	i	22
O=C(COC(=O)c1ccccc1NS(=O)(=O)c1cccs1)NC1CCCCC1	-9%	-13%	41%	57%[activator]	0%	-1%	-7%	-4%	1
CCCCCC(=O)NC(NC(=S)N1CCOCC1)C(Cl)(Cl)Cl (stereo not given)	2%	-1%	-12%	7%	7%	4%	7%	8%	-6
COc1ccc(C(CNC(=O)c2ccc(Cl)s2)N2CCOCC2)cc1 (stereo not given)	-3%	nt	nt	60%[activator]	15%	nt	-13%	-5%	-4
CCN(CC)C(=S)SCC(=O)Nc1ncc2c(n1)CCCC2=O	-6%	-12%	-20%	30%[activator]	-5%	0%	-18%	i	-16
Cc1ccc(S(=O)(=O)N2CCC(C(=O)N3CCC3)CC2)cc1	-7%	?	8%	16%	2%	-9%	-1%	-1%	4
COc1cc(C(=O)Nc2nnc(C3CC3)s2)ccc1OCc1c(C)noc1C	0%	-13%	3%	109%[activator]	0%	-3%	-11%	i	-3
CCC1CCCCN1S(=O)(=O)c1ccc(C(=O)Nc2nnc(-c3ccccc3Cl)o2)cc1 (stereo not given)	4%	-9%	28%	-11%	3%	-8%	-15%	-9%	-2
O=C(O)c1ccc(COc2ccccc2/C=C2\NC(=O)N(Cc3ccc(F)cc3)C2=O)cc1	-21%	-5%	?	?	-1%	-9%	?	-6%	-8
CC(=O)OCC(=O)[C@@]1(O)CC[C@H]2[C@@H]3CCC4=CC(=O)CC[C@]4(C)[C@H]3[C@@H](O)C[C@@]21C	-14%&-3%	-7%	36%	17%&4%	?	0%	-3%&-2%	9%&-7%	nt
CCc1ccc(S(=O)(=O)c2cn(C)c3cc(OC)c(OC)cc3c2=O)cc1	-14%&0%	?	-16%&-29%	-18%&-9%	3%	-2%&-6%	9%&-4%	0%&7%	9&-4
CC(=O)NC(CC(=O)OCC(=O)c1c(N)n(C)c(=O)n(C)c1=O)c1ccccc1 (stereo not given)	-4%	-4%	2%	50%[activator]	-1%	0%	-17%	-7%	-5
Oc1ccc2ccccc2c1N=Nc1ccc(F)cc1	-14%	3%&-14%	-10%&22%	-28%	0%&-2%	25%&-2%	-15%	-2%	4
COc1ccc(/C(N)=N/OC(=O)c2ccc(Br)o2)cc1	2%	-13%	33%	-3%	-3%	-2%	8%	-11%	17
COC(=O)c1ccc(NC(=O)C2CC(=O)OC2c2ccccc2)cc1 (stereo not given)	-7%	-1%	12%	-15%[58.9 µM]	11%	-3%	-7%	-6%	2
COc1ccc(N=NC2C(=O)N(c3ccccc3)N=C2C)cc1 (stereo not given)	-8%	-7%	-19%	-6%	-11%	-4%	-3%	-18%	6
CCOCc1[nH]c(=S)[nH]c(=O)c1Cc1ccc(OC(C)C)cc1	-1%	-19%	-19%	11%	5%	-5%	8%	i	14
Cc1sc2c(c1C)c(=O)n(Cc1ccccc1)c(=O)n2Cc1ccc(F)cc1	6%	-6%	7%	12%	nt	-3%	nt	nt	-7
CCC(=O)N1N=C(c2ccc(C)o2)CC1c1ccc(OC)cc1 (stereo not given)	2%	-10%	3%	10%	-4%	-5%	0%	-3%	-5
CC(C)N1CC(COc2ccccc2Cl)OC1=O (stereo not given)	1%	nt	nt	47%[activator]	nt	nt	-18%	-3%	-3
CNCCOc1nc(N2CCOCC2)nc(C)c1[N+](=O)[O-]	-8%	-10%	66%	10%	26%	-2%	-4%	1%	-5
COc1ccc(C2CC(=O)Oc3cc(O)cc(O)c32)cc1 (stereo not given)	-1%	-9%	?	19%	-7%	-4%	-29%	6%	4
CC(C)CC(=O)NC(=S)Nc1ccc(S(=O)(=O)NC(C)(C)C)cc1	2%	-10%	5%	?	5%	-5%	-11%	-3%	1
CC(C)(C)c1ccc(NC(=O)c2ccc3c(c2)S(=O)(=O)c2ccccc2C3=O)cc1	-9%	nt	nt	-26%	nt	nt	-15%	-2%	nt
O=C1OCCC1Sc1ncnc2sc3c(c12)CCC3 (stereo not given)	4%	7%	29%	-1%	16%	3%	4%	1%	6
CSc1nc(Cc2ccccc2)cc(=O)[nH]1	6%	-15%	39%[activator]	-5%	2%	-7%	-18%	i	2
CCS(=O)(=O)c1ccc(OC)c(N=Nc2ccc(O)c3ncccc23)c1	-13%	-10%	1%	26%	7%	-11%	-16%	0%	-4
CCn1ccc(C(=O)Nc2ccsc2C(=O)OC)n1	-11%	-10%	-3%	12%	?	1%	-6%	-3%	3
COc1ccc(NC(=O)COC(=O)C2CC(=O)N(Cc3ccc(C)cc3)C2)cc1 (stereo not given)	-15%	-8%	9%	124%[activator]	?	2%	-4%	-9%	-3
Cc1ccc(NC(=O)Cn2nnc(-c3nc(-c4ccncc4)no3)c2N)c(C)c1	-5%	3%	-3%	-25%	nt	-11%	nt	nt	3

Some of the entries above in a different format.
Order of results – Pol kappa inh | Anesthetic bind | Pol beta inh | Pol iota inh | APEX1 inh | BLM inh | Pol eta inh | PGK inhibitor | RXFP1 antagonist
- O=C1N=C(N2CCOCC2)S/C1=C1\C(=O)N(Cc2ccccc2)c2ccc(Br)cc21
→ nt | -17% | 11% | nt | 2% | 0% | nt | nt | nt
- CCOC(=O)CSc1nc2c(sc(=S)n2-c2ccccc2)c(=O)[nH]1
→ -18% | -4% | -30% | 9% | -1% | 0% | -15% | -1% | -3

New compounds follow
SMILES	Pol kappa inh	Anesthetic bind	Pol beta inh	Pol iota inh	APEX1 inh	BLM inh	Pol eta inh	PGK inhibitor	RXFP1 antagonist
C=CC[C@H](CC(=O)N(CCO)Cc1ccccc1)C(=O)N[C@H](COC(=O)[C@@H](CC=C)CC(=O)OC(C)(C)C)c1ccccc1	-6%	nt	nt	29%	-7%	nt	?	11%	nt
Cc1ccc(C(=O)CSc2nccn2-c2ccccc2)cc1	-7%	?	56µM*	-6%	?	-8%	-16%	-15%	-6
CCOC(=O)c1cc(C)n(CC2CCC(C(=O)Nc3ccc(C(C)=O)cc3)CC2)c1C (stereo not given)	4%	-9%	-3%	4%	nt	-3%	-2%	-5%	-6
O=C(N1CCOCC1)N(Cc1ccccc1)c1ccccn1	-6%	-7%	-2%	14%	-2%	0%	1%	-2%	2
CCN1CC2=C(OC(N)=C(C#N)C2c2cccs2)/C(=C\c2cccs2)C1 (stereo not given)	-24%	?	7%	40µM*	-4%	-16%	-27%	nt	7
c1cncc(CNc2ccc3c(c2)OCO3)c1	-14%	?	1%	-6%	1%	-5%	-18%	i	-5
CC(C)n1c(O)c(N=NC(=O)Cn2ccc(C(F)(F)F)n2)c2ccccc21	-8%	-15%	-10%	27%	?	0%	-15%	0%	11
Cn1cnc2c(NCc3ccccc3)nc(NCCO)nc21	-13%[60.1 µM]	nt	9%[57.1 µM]	-2%[58.9 µM]	25%&-3%&-1%&-4%&-5%	-4%&6%	-7%[57.1 µM]	nt	nt

Bioassay records: PubChem, National Center for Advancing Translational Sciences (NCATS)
